From PubChem BioAssay
GC-A act: GC-A (human) enzyme activation; P16066; HEK293 GC-A cells, cGMP TR-FRET, EC30 ANP; 0% at EC30 ANP, 100% saturating ANP; activation, % at 10 µM; hit rate 0.14% among 370,000; AID 1671463; in the data active = activation above about 40%
hgDAF12 agonist: activates the H. glycines DAF-12 receptor ligand-binding domain; HEK293 GAL4-hgDAF12 UAS-luciferase reporter, agonist luminescence; normalized to butyrate control; activation, % at 6.8 µM; hit rate 1.8% among 370,000;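 active = activation above a cutoff set at the mean of all screened compounds plus 3 SD, cut at about 10% in these data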;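 also: 0% = DMSO wells and 100% = sodium butyrate wells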
ssDAF12 agonist: activators of S. stercoralis DAF-12 nuclear receptor | activation, % at 6.8 µM | AID 652126 | HEK293 ssDAF-12/GRIP1 lit1-tk-luc reporter, luminescence; % of 3 µM dafachronic acid response | hit rate 1% among 370,000;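 active = activation above the mean over all tested compounds plus 3 SD, cut at about 0.9% in these data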;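 also: 0% = DMSO-only wells and 100% = 3 µM delta7-dafachronic acid wells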
hcDAF-12 act: activators of H. contortus DAF-12 nuclear receptor; HEK293 hcDAF-12 lit1-tk-luc reporter, luminescence; 0% DMSO, 100% Δ7-dafachronic acid; activation, % at 6.8 µM; hit rate 1.4% among 370,000;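 active = activation above the mean of all tested compounds plus 3 SD, cut at about 5.5% in these data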;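 also: 100% = response to 3 µM Δ7-dafachronic acid high control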
KLK7 zymogen act: activators of human kallikrein-7 zymogen | P49862 | purified proKLK7, EDANS-DABCYL substrate fluorescence; 100% is mature enzyme control, 0% vehicle | activation, % at 7 µM | hit rate 0.9% among 370,000;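 active = activation above the mean of all tested compounds plus 3 SD, computed per campaign excluding outliers beyond control limits, cut at about 13% in these data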
Target sequence (P49862 whole entry, looked up): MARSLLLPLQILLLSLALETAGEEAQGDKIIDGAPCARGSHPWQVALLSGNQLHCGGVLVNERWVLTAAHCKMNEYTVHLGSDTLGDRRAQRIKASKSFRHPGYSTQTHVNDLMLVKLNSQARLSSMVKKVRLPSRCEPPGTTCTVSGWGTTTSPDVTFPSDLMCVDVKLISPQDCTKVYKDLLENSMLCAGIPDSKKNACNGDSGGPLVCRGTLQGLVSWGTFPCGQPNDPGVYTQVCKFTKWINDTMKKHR
GAA850 FXN act: frataxin GAA850 promoter activation; HEK293 lucGAA850 FXN promoter luciferase reporter, 24 h; percent of 10 µM SAHA response; hit rate 0.56% among 360,000; activation, % at 6 µM;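 active = activation above the average of all compounds screened plus 3 SD, cutoff fixed separately per campaign, cut at about 7.5% in these data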;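 also: 0% = DMSO wells and 100% = 10 µM SAHA wells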
DAX1 inh-1: inhibits human nuclear receptor DAX1; HEK293 Gal4-DAX1 luciferase reporter, luminescence; AID 504766; inhibition, % at 6.75 µM; hit rate 0.99% among 340,000;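 active = inhibition above the mean over all tested compounds plus 3 SD, cut at about 4.2% in these data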;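 also: 0% = DAX1-transfected cells with DMSO and 100% = empty-vector control cells with DMSO; inhibition shows as a rise in luminescence from relieved DAX1 repression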
Target sequence (P51843 207-470 limits assumed): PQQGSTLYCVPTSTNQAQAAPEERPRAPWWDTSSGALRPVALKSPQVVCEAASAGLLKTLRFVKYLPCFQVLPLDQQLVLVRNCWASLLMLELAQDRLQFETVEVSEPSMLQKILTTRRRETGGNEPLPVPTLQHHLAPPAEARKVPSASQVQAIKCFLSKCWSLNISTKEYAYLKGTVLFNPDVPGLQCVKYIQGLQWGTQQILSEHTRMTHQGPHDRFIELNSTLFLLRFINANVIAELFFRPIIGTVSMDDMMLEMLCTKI
GC-B act: GC-B (human) receptor activation; activation, % at 10 µM; hit rate 0.11% among 370,000; HEK293-GC-B cells, CNP EC30, cGMP TR-FRET; 0% at EC30 CNP, 100% saturating CNP;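 active = activation at 10 µM reaching about 35% in either raw or pattern-adjusted values, limit read from the data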
DAX1 inh-2: DAX1 (NR0B1) inhibition, primary screen. AID 652010. HEK293T StAR-luciferase reporter, SF-1/DAX-1 repression relief. inhibition, % at 6.8 µM. hit rate 1.1% among 370,000;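 active = inhibition above the mean over all tested compounds plus 3 SD, cut at about 3.6% in these data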;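 also: 0% = DAX-1 cells with DMSO and 100% = cells lacking DAX-1 with DMSO; higher inhibition means more luminescence from relief of DAX-1 repression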
SMARCA2 activ: increases SMARCA2 function in MMTV reporter cells; MG213 cells, MMTV-luciferase reporter, dexamethasone, overnight; activation, % at 9.1 µM; hit rate 1% among 370,000; in the data active = activation above about 7.8%;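 also: 0% = vehicle wells and 100% = reference activator wells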
sPLA2-III inh: Blocks human group III sPLA2 activity. Q9NZ20. QFRET BODIPY PC-A2 liposome hydrolysis, fluorescence. inhibition, % at 12.2 µM. hit rate 0.56% among 370,000;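 active = inhibition above mean plus 3 SD of compounds lying within the high and low control bounds, cut at about 19% in these data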;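 also: 0% = median of test compound wells and 100% = no enzyme DMSO wells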
Target sequence (Q9NZ20 whole entry, looked up): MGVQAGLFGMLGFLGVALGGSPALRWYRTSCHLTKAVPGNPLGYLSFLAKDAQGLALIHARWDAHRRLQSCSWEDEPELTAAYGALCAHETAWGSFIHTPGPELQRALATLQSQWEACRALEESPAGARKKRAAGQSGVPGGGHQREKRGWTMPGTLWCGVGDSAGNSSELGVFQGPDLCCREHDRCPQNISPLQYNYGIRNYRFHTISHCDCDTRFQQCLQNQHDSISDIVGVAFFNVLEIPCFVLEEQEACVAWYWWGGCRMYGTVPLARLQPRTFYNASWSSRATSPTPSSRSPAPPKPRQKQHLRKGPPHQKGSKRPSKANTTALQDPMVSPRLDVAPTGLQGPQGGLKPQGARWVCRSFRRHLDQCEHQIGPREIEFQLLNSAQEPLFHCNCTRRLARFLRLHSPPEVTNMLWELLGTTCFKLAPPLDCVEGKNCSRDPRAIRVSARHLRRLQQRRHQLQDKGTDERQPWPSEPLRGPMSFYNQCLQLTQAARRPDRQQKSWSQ
Active calls of the source: *; . = not tested or not shown. This is a random part of the collection; any-hit rate near 6.7%.

SMILES	GC-A act	hgDAF12 agonist	ssDAF12 agonist	hcDAF-12 act	KLK7 zymogen act	GAA850 FXN act	DAX1 inh-1	GC-B act	DAX1 inh-2	SMARCA2 activ	sPLA2-III inh
Cc1[nH]c2ccccc2c1C(=O)CN1CCCC(C)C1 (stereo not given)	6	0.8	-0.6	2.4	-0.5	-0.3	-1.2	4	0.4	-3	10
Nn1c(SCC(=O)NC2CCCCC2)nnc1-c1ccccc1F	0	3.8	-0.2	0.7	0.5	-0.4	0.8	-1	2.5	0	10
CC(C)OCCCNC(=S)NNC(=O)C(c1ccccc1)c1ccccc1	-1	-2.5	-0.8	-1.8	0.1	-0.8	-0.2	-9	-0.1	-4	12
O=C1c2nc3cc(-c4ccco4)[nH]n3c(=O)c2CN1C1CCCCC1	2	1.9	-1.6	-0.3	8.5	1.5	.	-1	0.5	11*	0
CCCCC(=O)NC1(C(F)(F)F)C(=O)Nc2c1c(=O)n(C)c(=O)n2C (stereo not given)	1	-1.9	-1.2	-0.6	0.1	-1.1	1.1	2	-0.1	1	3
O=C(Nc1ccn(Cc2ccccc2F)n1)c1ccc(COc2ccc(Br)cc2)cc1	6	-6.2	-2.6	-4.8	-0.4	-4.7	-3.8	7	-3.0	-7	-9
CC1(Oc2cccc(F)c2)CCN(Cc2ccc(-c3ccccn3)cc2)C1 (stereo not given)	-3	2.0	-0.5	-2.1	0.0	-1.7	.	-2	0.5	2	1
Clc1ccc(NC2(c3nnnn3C3CCCCC3)CCCCC2)cc1	-29	-0.2	-1.4	-0.9	-0.2	2.6	4.7*	-14	0.0	-3	7
Cc1ccc(C)c(S(=O)(=O)N2CCCOC2CNC(=O)C(=O)NCc2ccc3c(c2)OCO3)c1 (stereo not given)	0	-4.4	-1.5	1.8	0.2	-3.4	-0.3	-4	-1.3	-3	-1
O=C(O)CC/C(=N/NC(=O)CNC(=O)C(c1ccccc1)c1ccccc1)c1ccccc1	1	-1.5	-0.9	0.8	-0.2	2.8	-0.8	-3	0.3	1	-5
COc1cccc2cc(C(C)N(CCCN3CCOCC3)C(=S)Nc3cccc(C)c3)oc12 (stereo not given)	-6	3.3	-1.4	-0.7	-0.1	0.9	-0.5	0	0.1	3	2
CC(C)(C)OC(=O)C[C@H]1C/C=C\C[C@@H](CC(=O)N(CCO)Cc2ccccc2)C(=O)N[C@H](Cc2c[nH]c3ccccc23)COC1=O	-4	-1.9	-1.2	-1.0	0.7	-2.9	-1.3	-2	0.5	-1	-61
Cc1cccc(NC(=O)c2ccc([N+](=O)[O-])o2)c1	-3	-3.0	-2.5	-1.5	0.0	3.0	-3.5	-3	-2.9	8	-4
Cc1cc(C)c2sc(N(CCCN(C)C)C(=O)c3ccc(S(=O)(=O)N(C)C4CCCCC4)cc3)nc2c1	-9	0.2	-0.8	0.4	0.3	-1.1	-1.1	-6	3.0	-4	-20
COc1ccc(C)cc1NC(=O)CCS(=O)(=O)c1cccc2nonc12	2	-1.2	-1.3	0.0	0.3	-1.0	-1.4	1	-0.4	-2	3

Entries listed so far that have a halogen (five):
SMILES	GC-A act	hgDAF12 agonist	ssDAF12 agonist	hcDAF-12 act	KLK7 zymogen act	GAA850 FXN act	DAX1 inh-1	GC-B act	DAX1 inh-2	SMARCA2 activ	sPLA2-III inh
Nn1c(SCC(=O)NC2CCCCC2)nnc1-c1ccccc1F	0	3.8	-0.2	0.7	0.5	-0.4	0.8	-1	2.5	0	10
CCCCC(=O)NC1(C(F)(F)F)C(=O)Nc2c1c(=O)n(C)c(=O)n2C (stereo not given)	1	-1.9	-1.2	-0.6	0.1	-1.1	1.1	2	-0.1	1	3
O=C(Nc1ccn(Cc2ccccc2F)n1)c1ccc(COc2ccc(Br)cc2)cc1	6	-6.2	-2.6	-4.8	-0.4	-4.7	-3.8	7	-3.0	-7	-9
CC1(Oc2cccc(F)c2)CCN(Cc2ccc(-c3ccccn3)cc2)C1 (stereo not given)	-3	2.0	-0.5	-2.1	0.0	-1.7	.	-2	0.5	2	1
Clc1ccc(NC2(c3nnnn3C3CCCCC3)CCCCC2)cc1	-29	-0.2	-1.4	-0.9	-0.2	2.6	4.7*	-14	0.0	-3	7

(next part)
SMILES	GC-A act	hgDAF12 agonist	ssDAF12 agonist	hcDAF-12 act	KLK7 zymogen act	GAA850 FXN act	DAX1 inh-1	GC-B act	DAX1 inh-2	SMARCA2 activ	sPLA2-III inh
Fc1ccc(CSc2ncnc3c2oc2ccccc23)cc1	-3	-3.7	-0.5	1.4	0.1	1.9	-0.8	-9	-0.1	-3	0
CCCCNC(=O)N(C)c1nncnc1C(=O)NC	0	-0.6	-0.3	-1.7	-0.6	0.7	-1.0	2	-0.4	-1	7
Cc1nnc2n(-c3ccccc3)c(=O)c3c4c(sc3n12)CCCC4	20	-5.4	-1.5	-2.8	-0.4	2.7	-0.7	7	-0.4	-1	9
CCCCOc1ccccc1C1C(C(N)=O)=C(C)Nc2nnnn21 (stereo not given)	4	-1.1	-0.7	0.3	0.0	0.9	1.5	5	0.6	-1	0
CCCCc1c(-c2ccccc2OC)ncn1Cc1ccccc1F	-6	-0.9	-1.0	-0.6	0.8	.	.	-13	-0.4	-5	-10
CC(C)(C)OC(=O)C[C@@H]1C/C=C\C[C@H](CC(=O)N[C@H](CO)Cc2ccccc2)C(=O)N2CCC[C@H]2COC1=O	1	-0.2	-1.4	-1.0	0.0	-0.4	1.3	5	0.4	-1	-4
CCOc1cc(/C=C2/C(=O)ON=C2C)ccc1OCc1ccccc1F	43*	-2.0	-1.1	-0.3	0.0	2.1	-0.4	40*	-1.1	-1	8
CC(=O)Nc1ccc(NC(=O)C(C)OC(=O)C2CCC2)cc1 (stereo not given)	1	2.8	-0.4	-2.2	0.4	0.7	-1.8	4	0.6	1	4
CCCCCC(=O)NNC(=O)c1c(O)c2ccccc2n(CC)c1=O	5	2.7	-1.1	-0.5	-0.4	0.1	0.4	-1	-0.3	-3	5
Cc1ccc(SCC(=O)OCC(=O)NC(C)c2ccc(F)cc2)cc1 (stereo not given)	0	-1.3	-1.3	0.2	0.3	1.2	0.2	-5	1.1	-1	-4
O=C(NCCc1ccccc1)c1ccco1	-7	9.1	-0.8	2.2	-0.1	4.3	1.9	-10	1.0	4	1
Cc1ccc(C(OCC(C)(C)C[N+](C)(C)C)c2ccccc2)cc1 (stereo not given)	-3	5.7	-0.9	0.8	-1.3	0.5	-0.3	-4	-0.7	-6	10
O=C(c1ccc(Br)cc1)N1CCCc2ccccc21	-4	-1.6	-1.6	1.2	0.0	1.8	0.1	-12	0.1	1	1
CC1(C(=O)NS(=O)(=O)c2cccc(C#N)c2)CCN1C(=O)C1(c2ccccc2)CC1 (stereo not given)	2	-0.7	-0.5	-0.6	-0.1	-1.4	.	6	0.5	0	1
CC1=CCC2C(=O)N(Cc3ccccc3)C(=O)C2C1 (stereo not given)	8	-1.5	-0.9	-1.6	-0.4	3.6	1.9	0	0.4	0	-1
O=[N+]([O-])c1ccc2nc(NN=Cc3ccc(O)cc3)sc2c1	0	-1.5	-1.7	-3.0	0.5	2.8	-0.9	-11	-2.9	-3	-34
O=C(Nc1cccc(S(=O)(=O)NC2=NCCC2)c1)c1ccc(C(F)(F)F)cc1	-2	-4.1	-1.3	0.1	0.6	-3.6	-1.7	-2	-1.5	-2	-4
CC(=O)NC(Cc1ccc(C)cc1)C(=O)NC1CCN(C(=O)NCc2ccccc2)CC1 (stereo not given)	2	-1.2	0.1	-0.1	-0.1	0.1	1.9	1	-0.1	-4	3
c1ccn(CCc2ccncc2)c1	1	-2.2	-0.9	0.6	-0.1	2.8	0.8	-3	0.7	-3	2
COc1ccc(-c2nnc(NC(=O)C(C)C)s2)c(OC)c1	5	6.5	-0.3	4.1	-1.4	-0.1	0.6	3	0.7	3	7
Cc1ccc(S(=O)(=O)N2C[C@H]3C(=O)C[C@@H](c4ccccc4)N(S(C)(=O)=O)[C@H]3C[C@H]2c2ccccc2)cc1	1	-1.4	-0.5	-0.9	-0.8	.	.	-4	-3.5	-2	-32
COc1ccc(NC(=O)c2ccccc2O)c(OC)c1	-1	9.4	0.7	5.8*	1.1	3.5	2.9	-9	2.8	6	-6
O=C(O)C/C(=C\c1ccc(N2CCOCC2)c([N+](=O)[O-])c1)c1nc2ccccc2s1	-7	-4.4	-0.8	-0.5	0.7	1.5	3.1	2	-0.6	1	-9
O=[N+]([O-])c1nn(-c2ccc3c(c2)OCCO3)n(O)c1=NC1CCCC1	-3	2.0	-0.8	0.7	-0.1	3.2	1.1	-1	0.5	2	1
Cn1c(=O)c(N)c2c3c(c(Br)ccc31)C(=O)c1ccccc1-2	0	-0.4	-1.9	-0.7	-35	-0.2	-2.9	-4	-0.7	1	-302
COc1ccc(-c2nnc(SCC(=O)Nc3cc(C)on3)n2C)cc1OC	-4	-2.7	-1.8	-1.9	-0.5	1.3	1.4	-6	-0.5	4	0
Cc1nc(N=Nc2ccc(O)cc2)n[nH]1	-2	4.9	-0.7	2.7	0.0	2.0	2.4	-9	1.8	1	2
Cn1c(-c2ccc(C(=O)c3ccccc3)s2)nc2ccccc21	-1	14*	-0.3	4.4	0.6	1.8	1.1	2	3.3	4	2
CN(C)C(=O)CSc1nnc([C@H](Cc2c[nH]c3ccccc23)NC(=O)OC(C)(C)C)o1	-7	-2.9	-1.2	-0.5	-0.2	0.7	0.9	-1	0.5	3	-42
COc1ccc(C)cc1NC(=O)c1nnn(Cc2cc(C)ccc2C)c1N	2	-0.6	-1.1	-0.3	0.3	-2.1	0.1	7	-0.2	1	1
O=C(O)Cc1cn(Cc2ccc(F)cc2)c2ccccc12	3	1.3	-0.6	0.4	0.1	2.5	-0.6	8	-0.1	1	1
CCn1nc(C)cc1C(=O)NC1CCCc2c1cnn2-c1ccc(C)c(C)c1 (stereo not given)	1	-7.8	-2.6	-5.3	0.3	-5.5	-2.1	5	-8.2	-7	-5
CC(Oc1ccc2c(=O)c(-c3ccc(Cl)cc3)c(C(F)(F)F)oc2c1)C(=O)O (stereo not given)	3	-0.2	-1.9	-2.1	0.1	2.3	2.1	5	-0.7	0	-13
COc1ccc([C@H]2C[C@@H](O)[C@H](n3cc(COC(=O)c4ccccc4)nn3)CN2C(=O)c2cccs2)cc1	-4	0.2	-0.8	0.7	-0.1	-2.4	0.4	-6	0.5	-2	-7
CCOC(=O)C1=C(C(=O)OCC)C2N(Cc3ccc(C#N)cc3)c3ccccc3[C@@]23C[C@@H](C(=O)OC)N(S(=O)(=O)c2ccccc2C)C3=N1 (stereo not given in full)	-1	0.6	-0.5	-2.0	-0.7	.	.	5	0.5	1	7
O=C(NCc1ccco1)OC1CCC12CCC(c1ccccc1)CC2 (stereo not given)	2	2.0	-1.2	-0.7	.	.	.	-7	.	.	-7
Cc1cccc(C)c1NC(=O)c1ccc(CN2CCc3ccccc3C2)cc1	-7	-0.8	-1.4	-1.0	0.3	-0.5	-1.1	3	-0.4	-1	-7
